ERK EGF inh: qHTS Assay for Inhibitors of the ERK Signaling Pathway using a Homogeneous Screening Assay; Stimulation with EGF; HEK293-V1b, EGF-stimulated phospho-ERK AlphaScreen; Potency, µM (titrated, usually from 11.5 µM), inactives show at the top dose activity change, negative = inhibition, actives largely listed as inhibitors; hit rate 0.41% among 130,000; AID 1454, 2008; active = well fitted inhibition curve with a large enough effect; inconclusive = small, poorly fitted or top-dose-only effect, or effect the other way;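 note: plate controls were stimulated vehicle wells for no effect and unstimulated vehicle basal for full effect; nearly all actives have a fitted effect of over 55% in size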
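EGF-stimulated (25 nM, 5 min) phospho-ERK in HEK293 cells stably expressing V1b, cells pretreated 30 min with compound at 37C. Homogeneous AlphaScreen read on lysates.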
* marks the source's active call; other numbers are inactive results; u = inconclusive; & = joins results of further samples; [ ] = remark or other dose. Potency is the fitted concentration of half-maximal effect.

#	smiles	ERK EGF inh
1	COCCn1c(CN2CCc3ccccc3C2)nc2c1c(=O)n(C)c(=O)n2C	-7%
2	Cn1cc(CN2CCc3c([nH]c4ccccc34)C2C(C)(C)C)cn1 (stereo not drawn)	-21%[57.5 µM]
3	Cc1ccccc1Nc1n[nH]c(C)c1[N+](=O)[O-]	15%
4	O=C(Nc1ccccc1F)C1CC1c1ccccc1 (stereo not drawn)	5%
5	COc1cc(NC(=O)c2c(F)cccc2F)c(Cl)cc1Cl	1%
6	C=C(C)c1cccc(C(C)(C)NC(=O)Nc2ccc(C(N)=O)cc2)c1	2%
7	O=c1cc(N2CCOCC2)oc2c(-c3ccccc3)cccc12	-2%&-1%
8	CC(C)CCNCC1OCc2ccccc2CO1	-5%
9	O=C(Nc1ccc([N+](=O)[O-])cc1)c1nc[nH]c1C(=O)NC1CCCCC1	4%
10	O=C(CN1CCOCC1)Nc1c(C(=O)C2CC2)oc2ccccc12	-2%
11	N#Cc1ccc(CN2CCC3(CC2)CCN(C(=O)c2ccco2)CC3)cc1	4%
12	CC(=O)N(NC(N)=O)C(C)CC(=O)C1C(C)C=CCC1(C)C (stereo not drawn)	-1%[57.5 µM]
13	Cc1cc(C)c(OCC(O)CNC(C)(C)C)c(C)c1 (stereo not drawn)	-10%
14	COc1ccc(CC(=O)Nc2ccccc2Oc2ccccc2)cc1	2%
15	Cc1ccccc1NC(=O)CN1C(=O)S/C(=C\c2ccc(-c3cccc(C(=O)O)c3C)o2)C1=O	1%
16	Cc1cc(C)c(C#N)c(N2CCOCC2)n1	-5%
17	COc1ccccc1-c1ccc(=O)n(CC(=O)NCc2ccco2)n1	10%
18	CS(=O)(=O)N1N=C(c2cccs2)CC1c1ccc(Cl)o1 (stereo not drawn)	-11%
19	CCn1cc([N+](=O)[O-])c(C(=O)N2CCOCC2)n1	4%
20	CCOC(=O)c1cc(NCc2cccs2)ccc1N1CCOCC1	12%
21	COc1ccc(C2C3C=CCC(c4cccc(-c5ccc(C)cc5)c4)C3C(=O)N2Cc2ccccc2)cc1Cl (stereo not drawn)	11%[57.5 µM]
22	NC(=O)[C@@H]1CCCCNc2c(F)cc([N+](=O)[O-])cc2C(=O)N[C@@H](CC(=O)O)C(=O)NCC(=O)N1	2%
23	N/C(=N\OC(=O)c1cc(Cl)ccc1Cl)c1ccncc1	23%
24	CN1CCN(C(=S)c2ccc(-c3cccc(Cl)c3Cl)o2)CC1	1%
25	Cc1ccc(S(=O)(=O)N2CCC(=O)N(CCOCc3cccc(Cl)c3)CC2)cc1	-2%
26	CC(=O)N/N=C(\C)CC(=O)Nc1cccc2c1CCCC2	-3%
27	CCOC(=O)N1CCN(C(c2ccc(Cl)cc2)c2sc3nc(C)nn3c2O)CC1 (stereo not drawn)	-13%[57.5 µM]
28	COc1cccc(Nc2nc(-c3cccs3)nc3ccccc23)c1	u
29	CC1c2ccccc2N(NC(=O)Cc2ccccc2)C1C (stereo not drawn)	u
30	Cc1ccc(C(=O)Nc2nnc(CC(=O)N/N=C/c3ccncc3)s2)cc1	-7%
31	c1ccc(-n2nnnc2Cc2nnnn2-c2ccccc2)cc1	0%
32	CCOC(=O)c1nc(C)nc(Sc2n[nH]c(-c3ccc(C(C)(C)C)cc3)n2)c1C	-9%[57.5 µM]
33	Clc1ccccc1CN1CCN(/N=C/C=C/c2ccco2)CC1	-7%[57.5 µM]
34	N#Cc1ccccc1Cn1c(=O)n(Cc2ccc(C(=O)NCc3ccco3)cc2)c(=O)c2ccccc21	-1%
35	CCOC(=O)C1(Cc2ccccc2C(F)(F)F)CCN(C2CCC2)CC1	5%
36	COc1ccc(-c2nnc(S/C(=C/c3ccc(Cl)cc3)C(=O)O)o2)cc1	-2%
37	O=C1OC(c2ccc(F)cc2)=N/C1=C\c1ccc(Br)o1	-8%
38	Cc1c(Nc2nc(C(F)(F)F)nc3ccccc23)c(=O)n(-c2ccccc2)n1C	-1%
39	Cn1cc(-c2ccccc2C(N)=O)c(=O)c2ccccc21	5%
40	O=S(=O)(Nc1ccc(Cl)cc1)c1ccc2c(c1)CCO2	2%[57.5 µM]
41	Cc1cc(C)cc(Nc2c3c(nc4ncnn24)CCC3)c1	-8%
42	OCCN1CCN(c2nc3ccccc3nc2-c2ccccc2)CC1	-6%
43	CC(=O)c1ccc(NC(=O)COC(=O)c2ccccc2Sc2ccccc2C#N)cc1	3%
44	CCOC(=O)c1cc(C#N)c(Nc2ccc(C)cc2)nc1C(F)(F)F	-3%[57.5 µM]
45	COc1ccc(C2NC(=O)C(C#N)=C(S)N2c2ccccc2)cc1OC (stereo not drawn)	-2%
46	CCOC(=O)C1C(=O)CC(C)(O)C(C(=O)OCC)C1c1ccc(SC)cc1 (stereo not drawn)	-13%
47	S=c1[nH]nc2n1CCCN2	10%[57.5 µM]
48	CCN(CC)C(=O)CC(c1ccc2c(c1)OCO2)c1c(O)cc(OC)cc1OC (stereo not drawn)	-12%[57.5 µM]
49	COc1ccc(CC(=O)NNc2ncnc3c2cnn3-c2ccccc2)cc1	3%
50	COC(=O)COc1ccc(-c2ccc(F)cc2)cc1C=O	-6%

Three records drawn at random from the list so far, as already listed:
#	smiles	ERK EGF inh
20	CCOC(=O)c1cc(NCc2cccs2)ccc1N1CCOCC1	12%
47	S=c1[nH]nc2n1CCCN2	10%[57.5 µM]
12	CC(=O)N(NC(N)=O)C(C)CC(=O)C1C(C)C=CCC1(C)C (stereo not drawn)	-1%[57.5 µM]

The list continues.
#	smiles	ERK EGF inh
51	Cc1ccc([N+](=O)[O-])cc1N1C(=O)CS/C1=N\NC(=O)c1cccnc1	-1%
52	COc1ccc(-n2c(C)nc3c(cnn3-c3ccc(C)cc3)c2=O)cc1	1%
53	COc1c(Cl)cc(Cl)cc1CNc1ccc(S(N)(=O)=O)cc1	-2%
54	Cc1ccc2c(c1)c(-c1ccccc1)nc1nnnn12	-3%
55	CN(C)CCNC(=S)Nc1ccc(Br)cc1	-1%
56	Fc1cc(Cl)c(OCc2noc(-c3ccsc3)n2)c(Cl)c1	-11%[57.5 µM]
57	CC(C)CN(Cc1cc(=O)oc2cc3c(cc12)CCCC3)CC(C)C	12%[57.5 µM]
58	O=C(Nc1ccccn1)c1ccc(Br)c(S(=O)(=O)N2CCCCC2)c1	4%
59	Cc1ccc(Cl)cc1N1CCN(C(=O)C2CCN(S(C)(=O)=O)CC2)CC1	-4%
60	O=C(O)COc1ccccc1/C=N/NC(=O)c1cccc(S(=O)(=O)Nc2cccc(Cl)c2)c1	-4%
61	O=S(=O)(c1ccc(Cl)nc1)N(Cc1ccccc1)Cc1ccccc1	7%
62	Cc1ccc(NC(=O)C[n+]2cc(-c3ccccc3)n3c2CCC3)cc1	-9%[57.5 µM]
63	CS(=O)(=O)Nc1ccc([N+](=O)[O-])cc1Oc1ccccc1	u
64	OC(COc1ccc2c(c1)OCO2)CN1CCCC1 (stereo not drawn)	-5%
65	O=C(CCN1C(=O)/C(=C/c2ccccc2Cl)SC1=S)NNC(=O)c1cccnc1	-3%[57.5 µM]
66	CC(Sc1nc2cc(Cl)ccc2s1)C(=O)Nc1cccc(S(=O)(=O)N2CCOCC2)c1 (stereo not drawn)	0%
67	CC(NC(=S)NCCCN1CCOCC1)C1CC2CCC1C2 (stereo not drawn)	8%
68	Cc1ccc(C)c(-n2c(-c3cccnc3)n[nH]c2=S)c1	5%
69	COc1ccc(OC)c(-c2csc(N(C)C(=O)Cc3ccccc3)n2)c1	4%
70	COc1ccc(NC(=O)Cc2ccccc2)cc1	4%
71	CC(=O)N1CCN(CC(=O)Nc2ccc([N+](=O)[O-])cc2Br)CC1	4%
72	CCc1cc2c(SCC(=O)Nc3ccc(Cl)cn3)ncnc2s1	3%
73	NC(=O)C1(N2CCCCC2)CCN(C(=S)Nc2ccc(F)cc2)CC1	-6%
74	COc1ccc2nc(-c3ccccc3)cc(OC)c2c1	-7%
75	COC(=O)N/N=C/c1ccc(-c2cc(Cl)cc(Cl)c2)o1	-6%
76	COc1ccc(CCNS(=O)(=O)c2ccc3c(c2)oc(=O)n3C)cc1OC	-1%
77	CCC(=O)Nc1ccc(/C(C)=N\NC(=O)c2ccc(OC)cc2)cc1	11%
78	O=C(COc1nsnc1N1CCOCC1)Nc1ccc(Cl)cc1	-8%
79	CC(C)C(=O)Nc1oc(-c2ccccc2)cc1C#N	-10%[57.5 µM]
80	CCn1c(C)nc2c(C)[n+](CC(=O)c3ccc(Br)cc3)ccc21	-2%
81	CC(C)On1c(SCC(=O)N(C)C)nc2ccccc2c1=O	7%[57.5 µM]
82	O=C(O)CSCC(=O)N1CCCN(c2nc3ccc(Cl)cc3s2)CC1	11%[57.5 µM]
83	CC(C)CNC(=S)NNC(=O)c1ccco1	2%
84	Cc1cc(-c2nnc(CSc3nnc(NC(=O)c4ccc(C(C)(C)C)cc4)s3)o2)ccc1[N+](=O)[O-]	7%[57.5 µM]
85	Cc1cccc(/C=N\NC(=O)c2ccc(Cl)cc2)c1O	4%
86	Cc1ccc(NC(=O)C(OC(=O)c2ccc(F)cc2)c2ccccc2)cc1Cl (stereo not drawn)	0%
87	Cn1c(=O)c2c(nc(NC3CCCCC3)n2CC(=O)C23CC4CC(CC(C4)C2)C3)n(C)c1=O	-1%
88	O=C(CN1CCSC1=NCc1ccccc1)c1ccc(Cl)c(Cl)c1	-3%
89	FC(F)(F)c1ccccc1-n1c(CN2CCCCC2)n[nH]c1=S	1%[57.5 µM]
90	CCCN1C(=O)N(c2cccc(C)c2)C(C)(O)CC1(C)C (stereo not drawn)	0%[57.5 µM]
91	COc1c(-c2coc3cc4c(cc3c2=O)CC(OC(C)=O)C(C)(C)O4)ccc2c1C=CC(C)(C)O2 (stereo not drawn)	47%
92	COc1ccc(C2CC(c3cccc(OC)c3)n3nc(N)nc3N2)cc1 (stereo not drawn)	6%
93	COc1ccc(NC(=O)CSc2nc(C)cs2)c(OC)c1	-4%
94	C#CCn1cc(/C=N/NC(=O)COc2cccc3cccnc23)c2ccccc21	-4%
95	C/C(=N/NC(=O)CNC(=O)c1cccnc1)c1ccc([N+](=O)[O-])cc1	-2%
96	COc1ccc(/C=N/NC(=O)c2ccc(Br)cc2)cc1Cn1cc(Cl)cn1	10%
97	Cc1ccc(Cn2c(=O)oc3ccccc32)cc1	-2%
98	Cc1ccc(-n2c(C)cc(=O)cc2C)c(C)c1	1%
99	CC(O)c1nc2ccccc2n1CCCOc1ccccc1 (stereo not drawn)	-9%[57.5 µM]
100	CCOC(=O)C(=NC(C)(C)C)NNc1cc(Cl)ccc1Cl	5%

4 entries from above, with values ahead of the structure:
no. | ERK EGF inh | SMILES
9 | 4% | O=C(Nc1ccc([N+](=O)[O-])cc1)c1nc[nH]c1C(=O)NC1CCCCC1
10 | -2% | O=C(CN1CCOCC1)Nc1c(C(=O)C2CC2)oc2ccccc12
11 | 4% | N#Cc1ccc(CN2CCC3(CC2)CCN(C(=O)c2ccco2)CC3)cc1
12 | -1%[57.5 µM] | CC(=O)N(NC(N)=O)C(C)CC(=O)C1C(C)C=CCC1(C)C (stereo not drawn)

New compounds follow.
#	smiles	ERK EGF inh
101	O=C(NCCN1CCN(S(=O)(=O)c2ccc([N+](=O)[O-])cc2)CC1)C(=O)Nc1ccccc1	8%
102	COCCNC(=O)C(C)OC(=O)C1=Cc2ccccc2OC1 (stereo not drawn)	-5%
103	Cc1ccc(C)c(SCC(=O)NC(=O)NCc2ccccc2)c1	5%
104	Cc1ccc(C2(O)C(=O)c3ccccc3C2=O)c(O)c1C	-10%[57.5 µM]
105	Cc1c(C(=O)NN)nc2ccccn12	0%
106	CCc1c(C)nc(SCC(=O)N2CCCCC2C)[nH]c1=O (stereo not drawn)	-11%[57.5 µM]
107	CC(C)[C@H](NS(=O)(=O)c1ccccc1)C(=O)OCC(=O)Nc1ccc2c(c1)OCO2	-7%
108	CC(C)c1ccccc1NC(=S)NCc1ccncc1	-9%
109	CCN(CC)CCN1C(=O)C(O)=C(C(C)=O)C1c1ccccc1[N+](=O)[O-] (stereo not drawn)	8%[57.5 µM]
110	COc1ccc(C2C3=C(CC(C)(C)CC3=O)N(CCN3CCOCC3)C3=C2C(=O)CC(C)(C)C3)cc1	-8%[57.5 µM]
111	O=C(/C=C/c1ccc(Cl)cc1)NC1CC2CCC1C2 (stereo not drawn)	u
112	O=C(NCCSCc1ccco1)Nc1cc(Cl)cc(Cl)c1	2%[57.5 µM]
113	O=c1/c(=C/c2ccc(O)c([N+](=O)[O-])c2)sc2nc3ccccc3n12	8%
114	CCC(C)(C)NC(=O)c1ccc2c(c1)OCCO2	1%
115	CCN(CC)S(=O)(=O)c1ccc(NC(=O)[C@@H](NC(=O)c2cc(OC)cc(OC)c2)C(C)C)cc1	4%[57.5 µM]
116	CC(=O)NC1CCN(CC(=O)Nc2cccc([N+](=O)[O-])c2)CC1	-2%
117	CCCCNC(=S)N(C)/N=C/c1c(C)[nH]c2ccccc12	13%
118	COCCn1c(C)cc(/C=C2\NC(=S)N(C)C2=O)c1C	-5%
119	CCOC(=O)N1CCN(S(=O)(=O)c2ccc(C(=O)NNc3nc4ccc(Cl)cc4s3)cc2)CC1	u
120	Cc1c(NS(=O)(=O)c2cc(NC(=O)CCN3CCCC(C)C3)ccc2Cl)c(=O)n(-c2ccccc2)n1C (stereo not drawn)	-4%
121	O=C(Nc1nc(-c2ccccn2)cs1)c1ccccc1-n1cnnn1	11%[57.5 µM]
122	CNC(=O)c1ccc(-c2nc(-c3ccccc3)cs2)cc1	-6%
123	Oc1ccc(-c2n[nH]c(=S)n2-c2ccc3c(c2)OCCO3)cc1	-5%
124	COc1cc2c(cc1NC(=O)COC(=O)CNS(=O)(=O)c1ccc(C)cc1)oc1ccccc12	-7%

An excerpt. The share of hits here may be higher or lower than overall.
